Epigenetic derep = regulators of epigenetic silencing causing reporter derepression in mouse cells; murine LDR cells, GFP reporter derepression, 30 h; 280,000 tested, 0.2% active; Potency, µM (top dose mostly 53.9 µM), for inactives: top-dose GFP activation, actives largely listed as activators; AID 1865; note: potency is the fitted concentration of half-maximal effect; % of control where 0% means no effect; nearly all actives have a fitted effect of over 60% in size
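Murine LDR cells carrying a silenced, genomically integrated CMV-driven GFP reporter were exposed to compound for 30 hours at 37 C. After PBS washes, GFP-positive cells (20–120 um objects) were counted by laser-scanning microplate cytometry.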
NPSR antag = blocks cAMP signaling of the human neuropeptide S receptor. AID 1461. Q6W5P4. 220,000 tested, 1% active. Potency, µM (series often up to 38.3 µM), for the others: at the top dose activity change, negative = inhibition, usual class: inhibitors. CHO-NPSR cells, cAMP TR-FRET, antagonist mode; note: potency is the fitted concentration of half-maximal effect; % is set by controls: 0 for no effect and ±100 for the full control effect; nearly all actives have a fitted effect of over 50% in size; many of its hits are not listed in these tables
Target sequence (Q6W5P4 whole entry, looked up): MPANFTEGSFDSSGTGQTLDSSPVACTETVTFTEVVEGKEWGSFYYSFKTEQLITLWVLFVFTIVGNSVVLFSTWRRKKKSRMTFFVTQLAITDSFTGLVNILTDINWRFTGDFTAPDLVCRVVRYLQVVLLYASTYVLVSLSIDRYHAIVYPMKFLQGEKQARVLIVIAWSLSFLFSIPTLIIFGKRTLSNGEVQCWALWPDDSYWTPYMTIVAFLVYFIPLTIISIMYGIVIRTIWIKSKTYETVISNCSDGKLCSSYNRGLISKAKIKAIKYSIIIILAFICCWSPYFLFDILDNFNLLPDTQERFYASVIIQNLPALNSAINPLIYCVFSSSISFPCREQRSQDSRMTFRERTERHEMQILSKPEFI
TexasRed fluor = Texas Red fluorescence interference in TRb-SRC2 counter-screen | TRb/SRC2 Texas Red total fluorescence interference | Potency, µM (titrated, usually from 106 µM), without a hit: top-dose fluorescence change, negative = quenching | 280,000 tested, 0.29% active | AID 1479; active = well fitted curve in either direction with a large enough effect; inconclusive = small, poorly fitted or top-dose-only effect; note: potency is the fitted concentration of half-maximal effect; % is set by controls: 0 for no effect and ±100 for the full control effect
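Human TRβ ligand-binding domain (0.6 uM) and Texas Red SRC2 peptide (20 nM) in Tris buffer with 1 uM T3 and 5% DMSO were incubated with pinned compound for 5 hr at ambient temperature. Total fluorescence was computed as S + 2P (555/632 nm).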
CBFb RUNX1 block = blocks binding between human CBF-beta and RUNX1; 230,000 tested, under 10 active; Potency, µM (top dose mostly 59.8 µM), for inactives: at the top dose activity, negative = inhibition, usual class: inhibitors; AID 1477; AlphaScreen CBFb-His/RUNX1-biotin binding, biochemical; note: % of control where 0% means no effect
Target sequence (Q01196 whole entry, looked up): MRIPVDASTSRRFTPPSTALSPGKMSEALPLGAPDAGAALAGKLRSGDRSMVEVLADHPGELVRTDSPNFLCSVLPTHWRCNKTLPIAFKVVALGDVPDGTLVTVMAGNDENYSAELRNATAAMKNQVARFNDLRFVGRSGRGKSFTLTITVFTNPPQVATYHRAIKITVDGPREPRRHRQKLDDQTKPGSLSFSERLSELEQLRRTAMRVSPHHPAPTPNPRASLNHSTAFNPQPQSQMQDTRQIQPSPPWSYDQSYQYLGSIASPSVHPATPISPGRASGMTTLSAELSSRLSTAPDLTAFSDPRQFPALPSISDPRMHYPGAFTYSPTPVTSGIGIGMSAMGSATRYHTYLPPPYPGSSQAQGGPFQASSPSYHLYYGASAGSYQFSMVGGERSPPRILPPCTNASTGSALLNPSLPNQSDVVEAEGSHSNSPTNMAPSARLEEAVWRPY
Target sequence (Q13951 whole entry, looked up): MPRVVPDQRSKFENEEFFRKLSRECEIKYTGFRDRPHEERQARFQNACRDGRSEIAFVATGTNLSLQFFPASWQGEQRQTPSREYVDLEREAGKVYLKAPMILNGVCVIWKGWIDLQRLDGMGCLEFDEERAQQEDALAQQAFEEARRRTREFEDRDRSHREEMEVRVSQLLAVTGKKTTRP
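Bead-based AlphaScreen assay; binding partners His-tagged CBF-beta and biotinylated RUNX1 at 30 nM each. Compound exposure 15 min after a 20-min protein preincubation; bead step 90 min; all steps at room temperature.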
TRb-SRC2 inh = disrupts binding of human TR beta to SRC2; P10828; TRbeta-SRC2 peptide binding, fluorescence polarization; receptor liganded with 1 µM T3; AID 1469; Potency, µM (top dose mostly 106 µM), for the others: top-dose activity change, negative = inhibition, usual class: inhibitors; 280,000 tested, 0.065% active;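 note: potency is the fitted concentration of half-maximal effect; plate controls were bound peptide for no effect and peptide without receptor for full effect; nearly all actives have a fitted effect of over 50% in size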
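Fluorescence polarization of 20 nM Texas Red SRC2 peptide with 0.6 uM human TRb ligand-binding domain, in Tris buffer with 1uM T3 and 5% DMSO. Incubated 5 hr ambient; normalized to unbound and bound controls.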
Tau fluor cs = counter-screen for tau fibril formation inhibitors. tau K18 P301L Alexa594 fluorescence, heparin fibrillization. Potency, µM (titrated, usually from 57.7 µM), for inactives: at the top dose activity change, negative = decrease. 280,000 tested, 0.93% active; note: potency is the fitted concentration of half-maximal effect; % is set by controls: 0 for no effect and ±100 for the full control effect; nearly all actives have a fitted effect of over 55% in size
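Human tau K18 P301L (15 uM unlabeled, 0.24 uM Alexa 594-labeled) in 100 mM sodium acetate pH 7 with 20 uM heparin, 6 hr at 37 C. ThT 30 uM added, 1 hr ambient; Alexa 594 FP and total fluorescence read at 555/632 nm.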
Tau fibril FP = tau fibrillization inhibition (FP). P10636. K18 P301L tau heparin fibrillization, Alexa594 FP, 6 h. Potency, µM (top dose mostly 57.7 µM), inactives show at the highest dose activity, negative = inhibition, actives largely listed as inhibitors. 280,000 tested, 0.39% active. AID 1468; note: potency is the fitted concentration of half-maximal effect; % is set by controls: 0 for no effect and ±100 for the full control effect; nearly all actives have a fitted effect of over 55% in size
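Quantitative HTS format: compounds meet 15 uM recombinant K18 P301L tau and Alexa 594-tau tracer in 100 mM sodium acetate pH 7; 20 uM heparin triggers fibrillization at 37 C over 6 hr; FP gives the signal.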
GLA spleen mod = inhibitors or activators of human alpha-galactosidase in spleen homogenate; P06280; human spleen homogenate, 4MU-alpha-Gal fluorescence, 40 min; Potency, µM (series often up to 80 µM), inactives show at the top dose activity change, negative = inhibition, actives largely listed as inhibitors; 240,000 tested, 0.008% active;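 note: potency is the fitted concentration of half-maximal effect; 0% = enzyme with vehicle and -100% = no enzyme basal signal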
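Human spleen homogenate (1 ug) as enzyme source, 4-methylumbelliferyl-alpha-D-galactopyranoside 1 mM final, citrate/phosphate pH 5.0 with 0.01% Tween-20. Compounds 40 min at 37C, NaOH/glycine stop; fluorescence Ex 365/Em 440, Hill-fit AC50.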
Numbers without * were called inactive; u = inconclusive; x = not tested or not shown; & = joins results of further samples; [ ] = dose if it differs, or a comment. Unless noted, calls come from the whole dose curve; as a rule, active = well fitted curve in the direction sought with a large enough effect; inconclusive = small, poorly fitted or top-dose-only effect, or another doubt; inactive = no such curve, though single readings can be large; an effect the other way counts as inactive or inconclusive. Only part of the results is shown; count on the stated rates, not on these rows.

Results follow in this order: Tau fibril FP | Tau fluor cs | TexasRed fluor | NPSR antag | CBFb RUNX1 block | TRb-SRC2 inh | Epigenetic derep | GLA spleen mod
CCOc1cc(C(=O)Nc2ccc3nc(N4CCN(C)CC4)cc(C)c3c2)cc(OCC)c1OCC
    u | u | 0% | x | x | -3% | -4.0% | x
O=C(c1c(F)cccc1F)N1CCN(c2ccccc2F)CC1
    5% | 0% | 0% | -2%[46.1 µM] | -1% | -16% | -1.1% | 11%
COC(=O)c1sc(NC(=O)CSc2nnc(C(C)C)n2C)nc1C
    2% | -1% | 2% | -10%[46.1 µM] | 12% | -3% | 0.0% | 1%
CC(C)NC(=O)C1CCN(C(=O)c2cc3sccc3n2Cc2ccc(F)cc2)CC1
    4% | -7% | 0% | -19%[46.1 µM] | 0% | -5% | -1.0% | 4%
COc1ccc(Cn2c(C(=O)O)c(CNCCc3cccs3)c3ccc(C)cc32)cc1
    11% | -12% | 0% | x | x | -1% | -3.6% | x
O=C(/C=C/c1ccc(Cl)cc1)N1CCN(c2ccccn2)CC1
    -1% | -2% | 0% | -1% | 0% | 2% | 0.1% | -1%
CC(=O)Nc1ccc(NC(=O)C2(C)CC2(Cl)Cl)cc1 (stereo not given)
    -1% | 3% | 0% | 4% | 6% | 0% | -2.4% | 8%
O=C(O)c1ccc(-c2nc(-c3ccccc3Cl)cs2)cc1
    -1% | -1% | -1% | -28% | 2% | -1% | -1.3% | 0%
CC(/C=N/NC(=O)c1cc(-c2ccc(C)o2)[nH]n1)=C\c1ccccc1
    u | -11% | -2% | -4% | 0% | -11% | -1.0% | -1%
CC1(CC(=O)N/N=C/c2ccc(-c3ccc(C(=O)O)cc3)o2)OCCO1
    2% | -4% | 2% | -1%[46.1 µM] | 1% | 2% | -1.0% | 5%
CCOc1cc(C2CC(=O)N3CN(C4CCCCC4)CSC3=C2C#N)ccc1O (stereo not given)
    u | -26% | 1% | -10%[46.1 µM] | -1% | -4% | -0.8% | 12%
Cc1ccc(-n2c(SCc3ccc(C(=O)O)cc3)nnc2-c2ccncc2)cc1
    -1% | 1% | -3% | 14%[7.67 µM] | 3% | -1% | -0.3% | 0%
O=C(O)C1CCCN1c1ncnc2ccccc12 (stereo not given)
    -5% | -2% | -4% | 15%[46.1 µM] | 0% | -8% | -2.0% | 1%
CCOC(=O)c1c(NC(C)=O)c2c3c(sc2n1Cc1ccc(Cl)cc1)CCCC3
    -1% | 3% | -1% | x | x | -5% | 0.0% | x
CCn1cc(C(=O)N2CCN(c3ccccc3)CC2)c(=O)c2cc(S(=O)(=O)N(C)C)ccc21
    -4% | 3% | -1% | x | x | -7% | -1.0% | x
O=C1c2cccnc2C(Nc2ccc(Cl)cc2)N1Cc1cccs1 (stereo not given)
    0% | -21% | -6% | -14% | 0% | -2% | -0.1% | -4%
Cn1nnc2cc(C(=O)NC(C)(C)C)ccc21
    u | -1% | -3% | -5%[46.1 µM] | 7% | -2% | -0.7% | 8%
Cc1cccc(N(C(=O)C(F)(F)F)C(C(=O)NC2CCCCC2)c2cccs2)c1 (stereo not given)
    -11% | 5% | -1% | -22%[46.1 µM] | 0% | -1% | 3.8% | 7%
COc1cc(OC)c(NS(=O)(=O)c2cc(C(=O)OC(C)C(=O)NC3CC3)c(Cl)cc2Cl)cc1Cl (stereo not given)
    4% | -11% | 1% | -25% | 5% | 9% | 0.1% | 0%
O=C(Nc1nc2c(s1)CCCC2)Oc1ccccc1
    0% | 1% | -8% | -6%[46.1 µM] | -4% | 0% | -0.2% | -13%
COc1ccc(/C=C/C(=O)NC(=S)NNC(=O)c2cnccn2)cc1
    -6% | u | -1% | 4% | u | 0% | -0.3% | -9%
Cc1ccc(N2C(=S)N=C(Nc3ccccc3C)C23CCOC(C)(C)C3)cc1 (stereo not given)
    -1% | -1% | -1% | u | 2% | 2% | 0.0% | 8%
Cc1cc(C)nc(/N=C(\N)C2=C(O)CC(C)(C)CC2=O)n1
    -4% | -2% | 5% | -19%[46.1 µM] | 2% | -1% | 1.7% | -1%
COc1ccc(N(CC(=O)Nc2ccc(C(N)=O)cc2)S(=O)(=O)c2ccc(C)c([N+](=O)[O-])c2)cc1
    u | u | -1% | 8% | 8% | 7% | -4.3% | -3%
CCOc1ccc(NC(=O)C2CCCN2C(=O)OCc2ccccc2)cc1 (stereo not given)
    -13% | -15% | 0% | -1% | -10% | -10% | 5.9% | -13%
N#CC(C(=O)Nc1ccc(Cl)c(Cl)c1)=C1Nc2ccccc2N1
    -10% | -7% | 0% | -13%[46.1 µM] | -5% | 0% | -1.7% | -14%
COc1ccc2cc(CN(Cc3cccnc3)Cc3nnnn3Cc3ccccc3)c(=O)[nH]c2c1
    3% | -6% | -1% | u | -2% | 3% | -3.8% | 7%
CC(C)(C)NC(=O)CN(C(=O)CS(=O)CC(=O)Nc1ccc(F)cc1)c1ccc(Cl)cc1 (stereo not given)
    5% | -11% | -2% | -14%[46.1 µM] | 8% | -3% | 0.0% | -4%
CCC(CC)NC(=O)COc1ccc(OC)cc1C=O
    2% | -9% | -4% | 7% | -5% | 0% | -2.7% | 1%
O=C(/C=C/c1ccc2c(c1)OCO2)N1CCOCC1
    2% | -12% | 0% | -10%[46.1 µM] | -1% | -3% | 1.1% | 7%
CCOC(=O)c1[nH]c(C)c(C(=O)NC2CCCCC2)c1C
    2% | -10% | -2% | 1%[46.1 µM] | -6% | -1% | 0.7% | 4%
O=C(O)c1cc2c([nH]c1=O)CCCC2
    6% | 12% | -2% | -3%[46.1 µM] | 9% | 3% | 0.0% | 0%
CCOC(=O)N1CCC(NC(=O)C2CCCN(S(=O)(=O)c3cccnc3)C2)CC1 (stereo not given)
    -1% | -3% | 0% | 9% | -3% | 6% | 0.0% | -7%
COc1ccc(Br)cc1CNc1ccc2[nH]c(=O)[nH]c2c1
    11% | -24% | -5% | -14% | u | 1% | -1.2% | -1%
CCOC(=O)c1cnc2ccc(C)cc2c1NCCO
    1% | -1% | 0% | -3%[46.1 µM] | 10% | 1% | 1.2% | 4%
CCN(c1ccccc1)S(=O)(=O)c1nnc(NC(=O)c2ccccc2OC)s1
    -6% | -14% | 7% | x | x | -5% | u | x
O=C(Cn1c(=O)oc2cc(S(=O)(=O)NCc3ccccc3)ccc21)N1CCCC1
    16% | -23% | 2% | 16% | 1% | 2% | 0.0% | 2%
Cc1cccn2c(=O)c3cc(C#N)c(=O)n(CC4CCCO4)c3nc12 (stereo not given)
    -4% | 2% | -4% | -1%[46.1 µM] | -2% | 5% | -2.0% | u
CC1(OC(=O)C2CCCC2)C(=O)C=C2C=C(c3ccsc3)OC=C2C1=O (stereo not given)
    u | u | -1%&2% | 10% | u | 12%&2% | 1.2%&-1.1% | 10%&-7%
CC(C)NS(=O)(=O)c1ccc2c3c(cccc13)CC2
    -3% | -8% | -1% | 9% | 2% | -3% | -0.9%[10.1 µM] | 5%
CCc1ccc(NC2=NC(C(=O)c3ccccc3)CC(=O)N2)cc1 (stereo not given)
    -2% | -4% | -3% | 0%[46.1 µM] | 6% | -24% | 0.0% | 20%
NCc1ccccc1
    x | x | -3% | x | -8% | 1% | x | -9%
N#C/C(=C\c1cn[nH]c1-c1ccccc1)C(=O)NC1CCCCCC1
    -9% | -29% | -3% | u | -5% | -7% | -2.1% | -6%
O=C(CCc1ccccc1)NC(NC(=S)Nc1ccc(Br)cc1)C(Cl)(Cl)Cl (stereo not given)
    u | -26% | 0% | 3%[46.1 µM] | 0% | 2% | 3.4% | -2%
Nc1nc(C(=O)N2CCOCC2)nn1C(=O)c1ccc(Cl)cc1
    u | 7% | 1% | 20% | -2% | 2% | 0.0% | -1%
O=C1CN(Cc2ccccc2)S(=O)(=O)c2ccccc21
    x | x | -1% | x | -4% | -2% | x | -2%
CCOc1ccc(N2C(=O)CC(NC3CCCCNC3=O)C2=O)cc1 (stereo not given)
    -9% | -5% | -2% | -5%[46.1 µM] | 1% | -8% | 2.1% | 5%
COc1cc(NC(=S)Nc2ccc(OC(F)F)cc2)cc(OC)c1
    -10% | u | -3% | -47% | 3% | -3% | 1.3% | 9%
COc1cc(N=c2ssnc2Cl)cc(OC)c1OC
    u | -24% | 1% | u | -23% | 4% | 5.8% | -1%
O=C(CN1C(=O)CSc2ncccc21)NCCN1CCOCC1
    12% | 3% | -3% | -10%[46.1 µM] | -1% | -8% | 0.2% | -1%
CCN(CC)c1cc2c(cc1F)c(=O)c(S(=O)(=O)c1ccc(C)cc1)cn2Cc1ccc(F)cc1
    0% | 4% | 7% | x | x | 3% | -1.2% | x
COc1ccc(CNC(C)C2COc3ccccc3O2)c(OC)c1 (stereo not given)
    -4% | -6% | -4% | -3%[46.1 µM] | 11% | 0% | -1.9% | -1%
COc1ccc(OC)c(-c2ccc(C(=O)O)o2)c1
    -10%[126 µM] | -26%[126 µM] | -6%[201 µM] | x | -12%[89.1 µM] | 3%[201 µM] | 0.0%[96.6 µM] | 17%[119 µM]
O=C(O)CCCNS(=O)(=O)c1cccc2nsnc12
    7% | -1% | -1% | -12%[46.1 µM] | 7% | 2% | 1.9% | -4%
Cc1ccc(Cl)cc1N1CCN(C(=O)c2cnn(C(C)(C)C)c2C2CCN(C(=O)OC(C)(C)C)CC2)CC1
    7% | -9% | 0% | x | x | 2% | 1.3% | x
Cc1ccc(C)c2[nH]c(=O)c(CCNC(=O)c3cccs3)cc12
    2% | -8% | 2% | -4% | 2%[2.36 µM] | 6% | -3.2% | 0%
Cn1cc(CNCC2CCCO2)c(-c2ccc(Oc3ccccc3)cc2)n1 (stereo not given)
    3% | -10% | -4% | u | 1% | -7% | 3.1% | -6%
Cc1ccc(NC(=O)N2CCSc3ccccc32)cc1
    2% | -10% | -1% | -2% | -8% | 1% | -2.1% | 1%

Assay outcomes from PubChem BioAssay.
